Screens deposited in PubChem BioAssay by Columbia University Molecular Screening Center.
mHtt clearance = compounds clearing mutant huntingtin protein; HeLa Exon1htt(103Q)mCFP, aggregate imaging; zero = plate's median compound well; inhibition, % at 1.5 µM; hit rate 0.42% among 47,000; AID 853;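 active means inhibition of aggregate fluorescence above about 70%, also judged a hit by eye on the cell image, limit read from the data, passing the limit was not always enough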;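 further: cells exposed to compound for three days before fixation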
mHtt clearance grain fraction = second read-out of mHtt clearance, no call of its own (marks repeat the call); fraction fluorescence in grains; measured here: aggregate grain fluorescence fraction; stronger effect = lower value;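 scaled fraction of total cell fluorescence in grains with unit not stated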
Active calls of the source: *. An excerpt; rates above refer to the full screens.

`CCCC(=O)Nc1nnc(-c2cccc(OCC)c2)s1` gave mHtt clearance 13.7 and mHtt clearance grain fraction 17.4.
O=C(Nc1cc(C(F)(F)F)ccc1Cl)c1cc(C2CC2)on1 was read as mHtt clearance 19.8 and mHtt clearance grain fraction 14.4.
`CCN1C(=O)c2cccc3c(NC(=O)C4CCCCC4)ccc1c23` gave mHtt clearance -5.0 and mHtt clearance grain fraction 40.3.
`COC1(OC)N=C(N)C2(C#N)C(c3ccc4c(c3)OCO4)C12C#N` (stereo not drawn) gave mHtt clearance 24.5 and mHtt clearance grain fraction 25.6.
Screening Cn1c(=O)c2c(ncn2CC(=O)N2CCc3ccccc3C2)n(C)c1=O returned mHtt clearance 5.2 and mHtt clearance grain fraction 38.4.
For O=S(=O)(c1cccc(-c2nnco2)c1)N1CCCC1 the results were mHtt clearance -25.2 and mHtt clearance grain fraction 24.2.
For O=C(NC1CCCC1)c1ccc(S(=O)(=O)N2CCOCC2)cc1 the results were mHtt clearance 3.6 and mHtt clearance grain fraction 22.5.
CC1CN(CCc2ccccc2)c2nc3c(c(=O)[nH]c(=O)n3C)n2C1 (stereo not drawn) was read as mHtt clearance 5.1 and mHtt clearance grain fraction 38.2.
For CCOC(=O)CC(=O)CSc1nc2sc(C)cc2c(=O)n1Cc1ccco1 the results were mHtt clearance -28.8 and mHtt clearance grain fraction 22.8.
Screening COc1cc2c(cc1OC)CN(CC(=O)Nc1cccc(C)c1)CC2 returned mHtt clearance -14.6 and mHtt clearance grain fraction 53.
Screening CCCCn1c(C)cc(C)c(S(=O)(=O)c2ccccc2C)c1=O returned mHtt clearance -30.0 and mHtt clearance grain fraction 30.7.
Screening CCOc1cc(C)c(C(C)C)cc1S(=O)(=O)N1CCN(C)CC1 returned mHtt clearance 6.7 and mHtt clearance grain fraction 17.1.
For O=C(CSc1nnnn1C1CCCCC1)Nc1ccc2c(c1)OCO2 the results were mHtt clearance 38.2 and mHtt clearance grain fraction 12.8.
`Cn1c(SCC(=O)NC(=O)NCc2ccco2)nnc1-c1ccccc1` gave mHtt clearance -48.4 and mHtt clearance grain fraction 62.4.
`O=C(COC(=O)CCc1ccc(S(=O)(=O)N2CCOCC2)cc1)Nc1ccc(Cl)cn1` gave mHtt clearance 22.3 and mHtt clearance grain fraction 14.9.
`COC(=O)c1sc(NC(=O)CSc2nc3cccnc3n2C2CCCCC2)nc1C` gave mHtt clearance 14.5 and mHtt clearance grain fraction 37.1.
For Cc1occc1-c1nnc(SCC(=O)NC2CCCC2)n1-c1ccccc1 the results were mHtt clearance 8.1 and mHtt clearance grain fraction 17.2.
CC(C)(C)C1CCC2(CC1)C(C#N)=C(SCC(=O)NC1CCCCC1)NC(=O)C2C#N (stereo not drawn) was read as mHtt clearance 0.1 and mHtt clearance grain fraction 18.8.
Screening Cc1ccc2c(CSc3nc4ccccc4c(=O)n3CCCO)cc(=O)oc2c1C returned mHtt clearance 37.7 and mHtt clearance grain fraction 26.2.
Screening CCOC(=O)N1CCN(/C=C(\C#N)c2nc3ccccc3s2)CC1 returned mHtt clearance 21.0 and mHtt clearance grain fraction 30.3.
For CC1CC(C)CN(c2ccc(-n3cnnn3)cc2[N+](=O)[O-])C1 (stereo not drawn) the results were mHtt clearance -407.5 and mHtt clearance grain fraction 154.
For COc1ccc(-c2cc3nc(C)c(CCC(=O)NC(C)CCc4ccco4)c(C)n3n2)c(OC)c1 (stereo not drawn) the results were mHtt clearance -7.5 and mHtt clearance grain fraction 22.6.
Screening CCc1ccc(N(CC(=O)NC)S(C)(=O)=O)cc1 returned mHtt clearance -11.7 and mHtt clearance grain fraction 22.2.
`CN(C)CCn1c(C(=O)Nc2ccccc2)cc2ccccc21` gave mHtt clearance 9.3 and mHtt clearance grain fraction 35.5.
For COc1cc(/C=C/c2cc(OC(C)=O)c3ccccc3n2)c(OC(C)=O)c([N+](=O)[O-])c1 the results were mHtt clearance -26.8 and mHtt clearance grain fraction 39.
`COc1cccc(C(=O)Nc2nnc(C(C)C)s2)c1` gave mHtt clearance 28.2 and mHtt clearance grain fraction 14.
Screening O=C(Nc1c(C(=O)Nc2ccc3c(c2)OCCO3)cnn1-c1ccccc1Cl)c1ccco1 returned mHtt clearance 4.9 and mHtt clearance grain fraction 15.3.
COc1ccc(C(CC(=O)O)NC(=O)c2ccco2)cc1OC (stereo not drawn) was read as mHtt clearance 51.5 and mHtt clearance grain fraction 10.1.
O=c1c2[nH]c3ccc(Cl)cc3c2ncn1CCN1CCCCC1 was read as mHtt clearance -147.0 and mHtt clearance grain fraction 50.6.
O=C(NNC(=O)c1cccs1)Nc1cccc(Cl)c1 was read as mHtt clearance 22.6 and mHtt clearance grain fraction 29.1.

Structural class, the entries above with two or more sulfur atoms
For CCOC(=O)CC(=O)CSc1nc2sc(C)cc2c(=O)n1Cc1ccco1 the results were mHtt clearance -28.8 and mHtt clearance grain fraction 22.8.
`COC(=O)c1sc(NC(=O)CSc2nc3cccnc3n2C2CCCCC2)nc1C` gave mHtt clearance 14.5 and mHtt clearance grain fraction 37.1.

Continuation.
CC1CN(C(c2ccco2)c2sc3ncnn3c2O)CC(C)O1 (stereo not drawn) was read as mHtt clearance -26.6 and mHtt clearance grain fraction 42.5.
COc1ccc(C(=O)OCCN2CCOCC2)cc1 was read as mHtt clearance -6.2 and mHtt clearance grain fraction 18.9.
`CCc1ccccc1NC(=O)NC1CCCCC1` gave mHtt clearance 41.0 and mHtt clearance grain fraction 9.46.
`CC12CCC(C(=O)Nc3ccccc3N3CCOCC3)(CC1=O)C2(C)C` (stereo not drawn) gave mHtt clearance 9.7 and mHtt clearance grain fraction 32.8.
For CCNC(=O)COC(=O)COc1ccc(Cl)cc1C the results were mHtt clearance 9.1 and mHtt clearance grain fraction 36.6.
CCn1nc(C(=O)Nc2nc3ccc(C)cc3s2)c2ccccc2c1=O was read as mHtt clearance -26.7 and mHtt clearance grain fraction 24.9.
CCN(CC)C(=O)C1CCCN(C/C=C/c2ccccc2)C1 (stereo not drawn) was read as mHtt clearance 63.4 and mHtt clearance grain fraction 11.6.
Screening Cc1cccc(C(C)C)c1NC(=O)c1cccnc1 returned mHtt clearance 13.9 and mHtt clearance grain fraction 17.7.
Screening O=C(CSc1nnc(-c2cccs2)o1)N1CCOCC1 returned mHtt clearance -1.9 and mHtt clearance grain fraction 20.7.
For O=C(NCc1nc(-c2ccccc2)no1)c1ccc2c(c1)OCO2 the results were mHtt clearance -15.8 and mHtt clearance grain fraction 23.8.
CC(C)c1nnc(SCC(=O)NCc2ccc3c(c2)OCO3)n1C was read as mHtt clearance 43.7 and mHtt clearance grain fraction 11.
`Cc1cc(N2CCOCC2)c(F)cc1C(=O)c1ccccc1` gave mHtt clearance 42.1 and mHtt clearance grain fraction 23.2.
O=C(CSc1ncnc2c1nnn2Cc1ccccc1F)N1CCN(c2ccccc2)CC1 was read as mHtt clearance 46.3 and mHtt clearance grain fraction 10.9.
Screening CCOC(=O)N1CCC(NC(=O)c2ccc3nc(N4CCOCC4)sc3c2)CC1 returned mHtt clearance 47.7 and mHtt clearance grain fraction 23.1.
`Cc1ccc(OCC(=O)N2CCN(C(=O)c3cccs3)CC2)cc1` gave mHtt clearance -10.6 and mHtt clearance grain fraction 19.4.
Screening Cn1c(SCC(=O)Nc2ccc3c(c2)OCCO3)nnc1-c1ccco1 returned mHtt clearance 30.3 and mHtt clearance grain fraction 25.7.
For O=C(CSc1nnc(-c2cccnc2)n1-c1ccc(F)cc1)NCc1ccc2c(c1)OCO2 the results were mHtt clearance 18.8 and mHtt clearance grain fraction 14.9.
For O=C(c1cc2cc(Br)ccc2oc1=O)N1CCN(c2ccccn2)CC1 the results were mHtt clearance 42.2 and mHtt clearance grain fraction 11.4.
For CCc1cc(C(=O)NNC(=S)Nc2ccccc2C)cs1 the results were mHtt clearance 3.3 and mHtt clearance grain fraction 18.1.
`CC(=NCCc1ccccc1)C1=C(O)CSC1=O` gave mHtt clearance -33.4 and mHtt clearance grain fraction 44.4.
COc1cc2cc(CN(CCO)C(=O)c3cccs3)c(=O)[nH]c2cc1OC was read as mHtt clearance -28.5 and mHtt clearance grain fraction 39.5.
Screening COC(=O)C1OC2(OC1C(=O)OC)c1ccccc1-c1ccccc12 (stereo not drawn) returned mHtt clearance 55.2 and mHtt clearance grain fraction 9.07.
Screening CCOc1ccccc1N1C(=O)c2cccnc2C1=O returned mHtt clearance -18.8 and mHtt clearance grain fraction 48.7.
Screening COc1cc(NC(=O)C2CCCCC2)c(OC)cc1NC(=O)CCC(=O)NCc1ccco1 returned mHtt clearance -16.7 and mHtt clearance grain fraction 22.3.
Screening CCC(OC(=O)c1nsc(Cl)c1Cl)C(=O)NCc1cccs1 (stereo not drawn) returned mHtt clearance -60.4 and mHtt clearance grain fraction 28.6.
`O=C(Cc1ccc(Nc2nc3ccc(Br)cc3[nH]2)cc1)NCCc1cccs1` gave mHtt clearance -2.1 and mHtt clearance grain fraction 39.3.
CC(C)N(C(=O)CSc1nnnn1C1CCCC1)C(C)C was read as mHtt clearance -15.7 and mHtt clearance grain fraction 38.8.
Screening CC1(CCC#N)N=C(SCCC#N)N(c2ccccc2)C1=O (stereo not drawn) returned mHtt clearance 5.8 and mHtt clearance grain fraction 33.
Screening O=c1c2cnn(-c3ccccc3)c2nc(-c2cccs2)n1-c1ccc(Cl)cc1 returned mHtt clearance 23.7 and mHtt clearance grain fraction 23.2.
Screening CN1CCN(C(=O)c2cc3nc(-c4ccc(F)cc4)cc(C(F)(F)F)n3n2)CC1 returned mHtt clearance -78.7 and mHtt clearance grain fraction 72.4.
`COc1cccc(OC)c1OCCCN1CCOCC1` gave mHtt clearance 20.0 and mHtt clearance grain fraction 16.8.
O=S(=O)(c1ccc2ccccc2c1)n1cnc2ccccc21 was read as mHtt clearance -10.4 and mHtt clearance grain fraction 40.
For O=C(CSc1nnc2n(C3CCCC3)c(=O)c3ccccc3n12)N1CCCCCC1 the results were mHtt clearance -23.8 and mHtt clearance grain fraction 49.
O=C(CCn1nnc2ccccc2c1=O)NCC1CCC(C(=O)O)CC1 (stereo not drawn) was read as mHtt clearance -103.0 and mHtt clearance grain fraction 85.6.
CC(=O)/C(C#N)=C1\NC(=O)C(Cc2ccccc2)S1 (stereo not drawn) was read as mHtt clearance -2.0 and mHtt clearance grain fraction 35.3.
For C=CCn1c(=O)c2c(nc3n2CCN3c2cccc(Cl)c2C)n(C)c1=O the results were mHtt clearance 20.7 and mHtt clearance grain fraction 26.
`Cc1nnc(SC(C)C(=O)Nc2ncc(Cl)cc2Cl)n1Cc1ccccc1` (stereo not drawn) gave mHtt clearance 65.0 and mHtt clearance grain fraction 14.7.
`Cc1ccccc1CS(=O)(=O)Cc1ccc(C(=O)NCCCN2CCOCC2)o1` gave mHtt clearance 0.1 and mHtt clearance grain fraction 16.6.
For CC1CCC(NS(=O)(=O)c2ccc3c(c2)n(C)c(=O)c(=O)n3C)CC1 (stereo not drawn) the results were mHtt clearance 7.5 and mHtt clearance grain fraction 34.7.
CN1C(=O)NC(c2ccc(O)cc2)C(C(=O)c2cccs2)C1(O)C(F)(F)F (stereo not drawn) was read as mHtt clearance 8.0 and mHtt clearance grain fraction 33.4.
Screening COc1cc(NC(=O)c2c(F)cccc2F)nc(OC)n1 returned mHtt clearance 9.2 and mHtt clearance grain fraction 33.4.
For Clc1ccc(OCc2cn3cccnc3n2)c2ncccc12 the results were mHtt clearance 1.5 and mHtt clearance grain fraction 34.2.
`COc1ccc(C(=O)c2coc3ccc(O)c(CN4CCOCC4)c23)cc1` gave mHtt clearance -398.8 and mHtt clearance grain fraction 161.
CCN(CC)c1ncccc1C(=O)NCc1cccs1 was read as mHtt clearance 35.8 and mHtt clearance grain fraction 13.3.
Screening COc1ccccc1NC(=O)C1CC(=O)OC1c1ccccc1 (stereo not drawn) returned mHtt clearance 66.8 and mHtt clearance grain fraction 13.4.
Cc1ccc2c(c1)N(CC(=O)NC1CCC(C)CC1)C(=O)CO2 (stereo not drawn) was read as mHtt clearance 14.2 and mHtt clearance grain fraction 31.6.
Screening CC(=O)Nc1c(O)nc(SCC(=O)Nc2nnc(CC(C)C)s2)[nH]c1=O returned mHtt clearance 14.1 and mHtt clearance grain fraction 14.
O=C(Nc1nc(=S)ss1)c1ccc(Cl)cc1Cl was read as mHtt clearance -1.5 and mHtt clearance grain fraction 40.1.
`CC(C)N(CCNC(=O)C1CCC(=O)N1Cc1ccc(F)cc1)Cc1ccccc1` (stereo not drawn) gave mHtt clearance -8.4 and mHtt clearance grain fraction 22.6.
Screening OC(COc1ccccc1Cl)CN1CCN(CC(O)COc2ccccc2Cl)CC1 (stereo not drawn) returned mHtt clearance -45.2 and mHtt clearance grain fraction 43.5.
COc1ccccc1NC(=O)C(CC=C(Cl)Cl)C(C)=O (stereo not drawn) was read as mHtt clearance 5.0 and mHtt clearance grain fraction 37.5.
Screening CCS(=O)(=O)N1CCCC(C(=O)NCCc2ccc(OC)c(OC)c2)C1 (stereo not drawn) returned mHtt clearance -20.7 and mHtt clearance grain fraction 22.2.
`CCN(CC)S(=O)(=O)c1cccc(C(=O)NC(C(=O)NC2=NCCS2)C(C)C)c1` (stereo not drawn) gave mHtt clearance 26.7 and mHtt clearance grain fraction 28.1.
`CCc1ccc(N(C(C)=O)C2C=CS(=O)(=O)C2)cc1` (stereo not drawn) gave mHtt clearance -24.9 and mHtt clearance grain fraction 20.7.

Random excerpt: six compounds from above, in no set order.
Screening CCCCn1c(C)cc(C)c(S(=O)(=O)c2ccccc2C)c1=O returned mHtt clearance -30.0 and mHtt clearance grain fraction 30.7.
For CCc1cc(C(=O)NNC(=S)Nc2ccccc2C)cs1 the results were mHtt clearance 3.3 and mHtt clearance grain fraction 18.1.
O=C(Nc1cc(C(F)(F)F)ccc1Cl)c1cc(C2CC2)on1 was read as mHtt clearance 19.8 and mHtt clearance grain fraction 14.4.
`COc1cccc(OC)c1OCCCN1CCOCC1` gave mHtt clearance 20.0 and mHtt clearance grain fraction 16.8.
O=C(CCn1nnc2ccccc2c1=O)NCC1CCC(C(=O)O)CC1 (stereo not drawn) was read as mHtt clearance -103.0 and mHtt clearance grain fraction 85.6.
`COC1(OC)N=C(N)C2(C#N)C(c3ccc4c(c3)OCO4)C12C#N` (stereo not drawn) gave mHtt clearance 24.5 and mHtt clearance grain fraction 25.6.
